Bioassay records from PubChem.
PAFAH2 FP inh – PAFAH2 enzyme inhibitors, primary screen, biochemical, fluorescence polarization, human; recombinant PAFAH2, FP-rhodamine activity probe; inhibition, % at 3.39 µM; hit rate 0.99% among 340,000; AID 492956, 2010;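 active = inhibition above the mean over all tested compounds plus 3 SD, cut at about 30% in these data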;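 also: inhibitors block probe labeling of enzyme so polarization drops; 0% = enzyme with DMSO and 100% = wells lacking PAFAH2 protein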
PREPL inh – PREPL enzyme inhibitors, primary screen, biochemical, fluorescence polarization; Prolyl endopeptidase-like (Homo sapiens), Q4J6C6; recombinant PREPL, fluorescence polarization activity-based probe; inhibition, % at 5.96 µM; hit rate 0.68% among 320,000; AID 2751, 2010; in the data active = inhibition above about 43%;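 also: 0% = enzyme with DMSO and 100% = wells lacking enzyme; many of its hits are not listed in these tables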
pPAFAH FP inh – pPAFAH enzyme inhibitors, primary screen, biochemical, fluorescence polarization, human. Platelet-activating factor acetylhydrolase (Homo sapiens), Q13093. recombinant pPAFAH, FP-rhodamine probe fluorescence polarization. inhibition, % at 3.39 µM. hit rate 1.5% among 330,000. AID 463082, 2010;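 active = inhibition above the mean inhibition across the screen plus 3 SD, cut at about 25% in these data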;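 also: inhibitors block binding of the rhodamine activity-based probe so polarization drops; 0% = enzyme with DMSO and 100% = wells lacking pPAFAH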
PAFAH1B2 inh – PAFAH1B2 enzyme inhibitors, primary screen, biochemical, fluorescence polarization, human; Platelet-activating factor acetylhydrolase IB subunit alpha2 (Homo sapiens), P68402; recombinant PAFAH1B2, FP-rhodamine activity probe; inhibition, % at 3.39 µM; hit rate 1.2% among 340,000; AID 492953, 2010;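 active = inhibition above the mean of all tested compounds plus 3 SD, cut at about 24% in these data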;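 also: 0% = enzyme with DMSO and 100% = wells lacking PAFAH1B2; many of its hits are not listed in these tables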
Target sequence (P68402 whole entry, looked up): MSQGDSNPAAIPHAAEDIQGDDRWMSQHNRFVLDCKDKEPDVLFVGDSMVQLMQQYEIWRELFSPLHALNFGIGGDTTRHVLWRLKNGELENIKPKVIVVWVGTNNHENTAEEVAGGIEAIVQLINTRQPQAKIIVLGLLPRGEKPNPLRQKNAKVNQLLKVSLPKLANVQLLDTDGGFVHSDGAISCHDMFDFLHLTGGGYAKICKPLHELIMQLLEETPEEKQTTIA
LYPLA1 counter – LYPLA1 inhibitors, primary screen, counter-screen for PME1 inhibitor project, biochemical, fluorescence polarization, FP-Rh probe ABPP; Acyl-protein thioesterase 1 (Homo sapiens), O75608; recombinant LYPLA1; inhibition, % at 5.9 µM; hit rate 0.16% among 320,000; AID 2174, 2009;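 active = inhibition above the mean of all tested compounds plus 3 SD, set per campaign, cut at about 14% in these data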;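 also: inhibitors block serine hydrolase probe labeling of LYPLA1 so polarization falls; 0% = enzyme with DMSO and 100% = wells lacking LYPLA1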
LYPLA2 counter – LYPLA2 inhibitors, primary screen, counter-screen for PME1 inhibitor project, biochemical, fluorescence polarization, FP-Rh probe ABPP. Acyl-protein thioesterase 2 (Homo sapiens), O95372. recombinant LYPLA2. inhibition, % at 5.9 µM. hit rate 0.38% among 320,000. AID 2177, 2009;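 active = inhibition above the screen-wide mean plus 3 SD, limit set per campaign, cut at about 26% in these data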;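 also: 0% = LYPLA2 with DMSO and 100% = wells lacking LYPLA2 enzyme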
Target sequence (O95372 whole entry, looked up): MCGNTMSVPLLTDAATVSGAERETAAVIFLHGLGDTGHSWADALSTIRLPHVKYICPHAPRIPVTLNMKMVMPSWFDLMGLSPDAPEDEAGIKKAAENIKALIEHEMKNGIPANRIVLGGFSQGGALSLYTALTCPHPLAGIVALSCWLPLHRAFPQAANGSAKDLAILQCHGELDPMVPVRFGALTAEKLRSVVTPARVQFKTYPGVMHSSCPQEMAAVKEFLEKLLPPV
EBNA-1 inh – EBNA-1 DNA-binding inhibitors, primary screen, biochemical, fluorescence polarization | hit rate 0.34% among 300,000 | AID 1950, 2009 | inhibition, % at 14.8 µM; in the data active = inhibition above about 28%
ZTA DNA inh – ZTA (EBV) inhibition in EBNA-1 counter-screen | ZTA-DNA binding, fluorescence polarization | hit rate 0.15% among 320,000 | inhibition, % at 11 µM | P03206 | AID 2234; in the data active = inhibition above about 33%
Target sequence (P03206 whole entry, looked up): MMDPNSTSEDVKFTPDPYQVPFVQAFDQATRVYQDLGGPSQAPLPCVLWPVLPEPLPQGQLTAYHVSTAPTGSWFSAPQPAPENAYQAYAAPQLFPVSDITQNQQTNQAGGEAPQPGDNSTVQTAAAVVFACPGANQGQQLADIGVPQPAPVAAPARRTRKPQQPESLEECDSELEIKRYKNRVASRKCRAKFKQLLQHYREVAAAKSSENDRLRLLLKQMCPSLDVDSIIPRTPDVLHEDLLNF
PAFAH1B3 inh – PAFAH1B3 enzyme inhibitors, primary screen, biochemical, fluorescence polarization, human. recombinant PAFAH1B3, FP-rhodamine probe. Platelet-activating factor acetylhydrolase IB subunit alpha1 (Homo sapiens), Q15102. inhibition, % at 3.39 µM. hit rate 0.28% among 340,000;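 active = inhibition above the screen-wide average of all tested compounds plus 3 SD, cut at about 25% in these data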;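 also: 0% = enzyme with DMSO only and 100% = wells lacking PAFAH1B3 protein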
Target sequence (Q15102 whole entry, looked up): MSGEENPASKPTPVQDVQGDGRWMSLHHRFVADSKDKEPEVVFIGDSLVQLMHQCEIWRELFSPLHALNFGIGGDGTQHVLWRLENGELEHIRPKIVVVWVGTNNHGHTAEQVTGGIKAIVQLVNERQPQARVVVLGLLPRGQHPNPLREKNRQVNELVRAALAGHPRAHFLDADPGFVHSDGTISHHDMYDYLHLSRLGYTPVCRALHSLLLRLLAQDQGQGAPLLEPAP
The depositor's hits bear a star; · = not tested or not shown.

SMILES | PAFAH2 FP inh | PREPL inh | pPAFAH FP inh | PAFAH1B2 inh | LYPLA1 counter | LYPLA2 counter | EBNA-1 inh | ZTA DNA inh | PAFAH1B3 inh
Cc1cc2cc(CCNC(=O)C(=O)c3c[nH]c4ccccc34)c(=O)[nH]c2cc1C | -4 | -32 | 7 | 9 | -3 | 6 | 9 | -11 | -9
O=C1NCCCCC1NS(=O)(=O)c1cccc2ccccc12 (configuration not stated) | 7 | 2 | -1 | 3 | -1 | 0 | -2 | -3 | -1
Cc1c(/C=N/NC(=O)C(C)(C)Oc2ccc(Cl)cc2)cnn1C | -3 | -1 | 8 | 3 | 0 | 3 | 9 | 10 | 11
COc1ccc(C(=O)NC2CCCc3ccccc32)c(OC)c1OC (configuration not stated) | -1 | -1 | 5 | -6 | 0 | 3 | 5 | 6 | 1
Cc1ccccc1NC(=O)N1CCC(C(=O)c2ccc(F)cc2)CC1 | -5 | 0 | -1 | 2 | 3 | -2 | -13 | -9 | 8
O=C(Nc1ncccc1O)c1ccc2c(c1)OCO2 | 7 | -1 | 3 | 2 | -1 | 0 | -13 | -7 | 11
COc1ccccc1-c1coc2c(CN3CCN(C)CC3)c(O)ccc2c1=O | 0 | -20 | 3 | 1 | -2 | -5 | -4 | 2 | 1
COc1ccc(CC(=O)OCC(=O)Nc2cccnc2Cl)cc1OC | -7 | -4 | -1 | 1 | -2 | -2 | -3 | -5 | 1
COCCNC(=O)C(c1ccco1)N(C(=O)Cn1nnc2ccccc21)c1cc(C)ccc1C (configuration not stated) | 6 | -8 | 4 | -1 | -4 | -5 | 5 | 14 | -2
COC(=O)c1ccccc1S(=O)(=O)NC(=O)c1ccccc1 | -1 | 1 | 2 | -1 | -4 | -14 | -14 | -1 | 2
Cc1ccc([C@@H]2[C@@H]3C(=O)N(c4ccccc4)C(=O)[C@@H]3[C@]3(C)C(=O)N(Cc4ccccn4)CC(=O)N23)o1 | 5 | 0 | -2 | 3 | -2 | -8 | 2 | 4 | -1
Cc1ccc(S(=O)(=O)N(C)CCCC(=O)n2nc(C)cc2C)cc1 | 1 | 22 | -2 | 4 | 2 | -6 | -2 | -1 | 5
O=C(CSc1ccccc1)NC1CCCCCC1 | 3 | -4 | -4 | 4 | -1 | 3 | -4 | -19 | 22
CC(C)CC(=O)c1c[nH]c(C(=O)NCCc2ccccn2)c1 | 2 | 21 | -1 | -3 | 3 | 4 | 0 | 11 | -1
O=C(NCc1ccco1)c1sc2cc(Cl)ccc2c1Cl | 2 | -3 | 3 | 1 | -6 | 5 | 4 | 1 | -4

3 compounds out of the list, ordered by molar mass, rising.
SMILES | PAFAH2 FP inh | PREPL inh | pPAFAH FP inh | PAFAH1B2 inh | LYPLA1 counter | LYPLA2 counter | EBNA-1 inh | ZTA DNA inh | PAFAH1B3 inh
CC(C)CC(=O)c1c[nH]c(C(=O)NCCc2ccccn2)c1 | 2 | 21 | -1 | -3 | 3 | 4 | 0 | 11 | -1
COc1ccc(C(=O)NC2CCCc3ccccc32)c(OC)c1OC (configuration not stated) | -1 | -1 | 5 | -6 | 0 | 3 | 5 | 6 | 1
COc1ccc(CC(=O)OCC(=O)Nc2cccnc2Cl)cc1OC | -7 | -4 | -1 | 1 | -2 | -2 | -3 | -5 | 1

Additional compounds follow.
SMILES | PAFAH2 FP inh | PREPL inh | pPAFAH FP inh | PAFAH1B2 inh | LYPLA1 counter | LYPLA2 counter | EBNA-1 inh | ZTA DNA inh | PAFAH1B3 inh
CN1CCN(C(=O)C2=C[C@@H](c3coc4ccccc4c3=O)C[C@@H](OCCCCO)O2)CC1 | 0 | 15 | 1 | 3 | 0 | 3 | -10 | -12 | 5
COC(=O)c1ccc(C(=O)NC2CCCN(Cc3ccc(Cl)cc3)C2)nc1 (configuration not stated) | 0 | -1 | 8 | 0 | -2 | -7 | 8 | 3 | 4
CCCCP(=O)(CCCC)c1ccccc1C(=O)O | -8 | 9 | 0 | 4 | -1 | 0 | 2 | -11 | -3
CCOc1ccccc1NC(=O)NC1CC2CCCC(C1)N2Cc1nnnn1CCc1ccccc1 (configuration not stated) | -7 | 16 | 5 | 6 | -1 | 6 | -5 | 1 | 5
COc1cccc(-c2c(NC(=O)c3ccco3)n(-c3ccc(C)cc3)nc(C)c2=O)c1 | 4 | 3 | 4 | 4 | -1 | 2 | -14 | -7 | 1
COc1ccc(NC(=O)COC(=O)c2ccc(N3CCCC3=O)cc2)cc1 | 84* | 15 | 1 | 2 | 6 | 8 | · | -1 | 0
C1CCCC(N2CCNCC2)CC1 | -9 | 8 | -3 | -1 | 1 | 7 | -9 | -12 | 5
CC1CC(CN)CC(CO)C1 (configuration not stated) | -1 | -2 | 4 | 0 | -3 | 2 | 14 | 0 | 7
O=C(CCNc1cccc(Cl)c1)c1cccs1 | -4 | 20 | 6 | 5 | 1 | 6 | -1 | 2 | 11
COc1ccc(CN(C)CC(=O)Nc2ccc(Cl)cc2F)c(OC)c1 | · | -8 | 3 | · | 0 | 0 | 7 | 2 | ·
Cc1noc(C)c1NC(=O)Nc1cccc2c1O[C@H](CN(C)S(=O)(=O)c1c(C)noc1C)[C@@H](C)CN([C@H](C)CO)C2=O | -3 | 16 | 7 | -5 | · | · | · | · | -5
CC1=C(C(=O)Nc2ccccn2)C(c2ccc(Cl)cc2)NC(=S)N1 (configuration not stated) | 0 | -8 | 3 | 0 | 0 | 6 | -9 | 13 | 10
Cc1ccc(S(=O)(=O)N2CCC(C(=O)NNC(=O)c3cccnc3)CC2)cc1 | 1 | 7 | 8 | 1 | 1 | 2 | -4 | -3 | 6
CCC1CCC(C(=O)NC(C(=O)Nc2ccc3c(c2)OCCO3)C(C)C)CC1 (configuration not stated) | -2 | 7 | 5 | 8 | 2 | 5 | -5 | -14 | 2
COc1cc(/C=N/NC(=O)c2cccnc2)ccc1OC(=O)c1cccc(Br)c1 | -38 | 39 | -2 | 2 | -20 | -52 | 2 | -1 | 3
CCOc1cccc2c1OC1(C)CC2NC(=O)N1c1cccc(C(=O)N2CCN(c3ccccn3)CC2)c1 (configuration not stated) | 4 | 8 | 5 | -6 | 1 | 9 | 3 | -9 | 3
C=CCn1c(SCC(=O)/C(C#N)=C(\C)N)nc2sc(C)c(C)c2c1=O | -5 | -7 | 2 | 3 | -4 | -10 | -1 | -2 | -6
C/C=C/c1ccc(OCCCNC)c(OC)c1 | 7 | 14 | -1 | -2 | -3 | -1 | 8 | 13 | 3
COc1cc([N+](=O)[O-])cc(/C=C2/SC(=S)N(Cc3ccccc3)C2=O)c1O | -61 | -71 | -7 | -99 | -30 | -100 | 6 | 15 | -91
COC(=O)C1=CO[C@@H](O[C@@H]2O[C@H](CO)[C@@H](O)[C@H](O)[C@H]2O)C2C(CO)=CCC12 (some centres not stated) | 5 | 5 | 4 | 2 | · | · | · | · | 2
CCCCC1=CC2=CC(=O)C(C)(OC(=O)CC)C(=O)C2=CN1C(CO)CO (configuration not stated) | 4 | -1 | 5 | 5 | 2 | -1 | -1 | 9 | 5
Cc1ccccc1Nc1nc(NCc2ccco2)c2ccccc2n1 | 6 | -26 | -2 | 0 | 0 | 1 | -3 | -21 | -1
Cc1c(N=c2scc(-c3ccccc3)n2CCO)c(=O)n(-c2ccccc2)n1C | 4 | 6 | 4 | -2 | 0 | -4 | 2 | 0 | 4
CCc1c(C)nc(Nc2nc(C)c3ccc(OC)cc3n2)[nH]c1=O | 0 | 8 | 2 | 4 | 7 | 5 | -6 | -11 | 8
Cn1cc(CNC(=O)COc2ccc(Cl)cc2Cl)cn1 | 7 | -9 | 5 | 6 | 1 | 3 | 0 | 0 | 2
COc1ccccc1Nc1nc(N)nc(CSC(=S)N2CCN(c3ccccc3)CC2)n1 | 3 | 32 | 5 | 11 | -2 | 6 | 5 | 2 | 3
Cc1cc(C)cc(NC(=O)COC(=O)CC2CCCC2)c1 | 80* | 11 | 24 | 4 | 1 | 4 | · | 4 | 4
O=C(O)CCCNc1cc(N2CCN(C(=O)c3ccco3)CC2)c2noc3c2c1C(=O)c1ccccc1-3 | 21 | 33 | 57* | 14 | 18* | 14 | 81* | 149* | 18
CCOC(=O)[C@@H]1[C@H]2COc3cc(OC)ccc3[C@@H]2N2C(=O)N(c3ccc(Br)cc3)C(=O)[C@@]12C | 2 | -92 | 3 | 3 | 0 | -3 | 0 | 5 | -8
Cc1nn(-c2ccccc2)nc1C(=O)Oc1cc(C(F)(F)F)nn1-c1ccccc1 | 0 | 1 | 11 | 4 | 0 | 6 | 5 | 7 | 8
CC1(c2ccccc2)CC2CC(c3ccccc3)N1O2 (configuration not stated) | -6 | 3 | -3 | 4 | 4 | 7 | 4 | 0 | 1
Cc1c(C(=O)N2CCC2)oc2c(F)cccc12 | 14 | 5 | -4 | 5 | · | · | · | · | -4
CCc1ccc(CN(C)C(=O)c2cc(COc3cc(C)c(Cl)c(C)c3)on2)nc1 | 2 | -7 | 5 | 4 | 1 | 7 | 4 | 2 | 11
C=CCN(C(=O)CCC(=O)Nc1cc(C)on1)C(C(=O)NC(C)(C)CC)c1cccc(OC)c1OC (configuration not stated) | 6 | 5 | -1 | 4 | -2 | 0 | 3 | 2 | 3
COC(=O)c1cccc(N(CC(=O)NCC2CCCO2)C(=O)CCC(=O)Nc2cc(C)on2)c1 (configuration not stated) | 8 | -1 | 1 | -4 | 2 | -1 | -13 | -4 | -8
O=C(O)C/C(=C\c1cc2c(cc1Br)OCO2)c1nc2ccccc2s1 | 8 | -2 | 3 | 73* | 0 | -2 | 9 | -5 | -2
CCOC(=O)c1c(C)[nH]c(C)c1C(=O)COC(=O)/C=C/c1ccc(Cl)cc1 | -1 | 14 | -1 | 7 | -4 | -2 | 7 | 25 | 0
Cc1ccc(C)c(S(=O)(=O)N2CCN(C(=O)CCNC(=O)c3ccc(Br)cc3)CC2)c1 | 7 | 26 | 1 | 5 | 2 | 4 | -3 | -3 | 0
O=C(NC1CCSc2ccccc21)c1ccc([N+](=O)[O-])cc1 (configuration not stated) | -1 | 0 | 6 | -2 | 1 | 6 | 10 | 3 | 6
CCN(CC)S(=O)(=O)c1ccc2c(c1)nc(SCC(=O)NCC1CCCO1)n2CC (configuration not stated) | 11 | -6 | 2 | 3 | -2 | -2 | 0 | 5 | -4
COc1ccc(OCC(=O)N/N=C/C=C/c2ccccc2)cc1 | 2 | -20 | 3 | 0 | -3 | -1 | -1 | 12 | 0
CC(=O)OC1COC(N2CCc3cc(Br)c([N+](=O)[O-])cc32)C(OC(C)=O)C1OC(C)=O (configuration not stated) | -3 | 4 | 7 | 0 | 1 | 9 | 12 | 10 | -1
O=C(CSc1cccc[n+]1[O-])Nc1cc(S(=O)(=O)N2CCOCC2)ccc1N1CCOCC1 | -1 | 1 | -2 | 7 | 1 | -10 | -6 | -4 | 5
C=CCOc1c2ccc(C(=O)NCc3ccc(C)cc3)cc2nn1C | 6 | 18 | 4 | -1 | -2 | -9 | 10 | 2 | 3
CCCNC(=O)NC(=O)CN1CCCC1c1ccc2c(c1)OCCO2 (configuration not stated) | 4 | 0 | -1 | 8 | 1 | 7 | -9 | 3 | 8
CCOc1ccc(/C=C/C2=CC(C)(C)NC(=S)N2)cc1 | -3 | 7 | 8 | 5 | 2 | 5 | 8 | -3 | -1
COc1c(/C=C2\SC(=Nc3ccccc3Cl)NC2=O)cccc1[N+](=O)[O-] | 20 | 16 | 17 | 6 | -7 | -5 | 2 | -3 | 10

This is a subset; rates above refer to the full screens.
